Pf gametocyte: kills late stage P. falciparum gametocytes. P. falciparum stage V gametocytes, ATP luminescence, 24 h. inhibition, % at 10.9 µM. 150,000 tested, 0.065% active. AID 743093;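 active = inhibition above the mean plus 3 SD of compounds within the control limits, set per campaign, cut at about 38% in these data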;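 also: 0% = DMSO wells and 100% = medium only without gametocytes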
GSH fluor: GSH bead compound fluorescence profile. GSH beads flow cytometry, compound fluorescence 488/530 nm; hits give high values. fluorescence (KMESF) at 10 µM. 190,000 tested, 0.25% active; in the data active = fluorescence above about 89;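 also: glutathione beads carrying GST-tagged Bcl family fusion proteins plus one bare bead set; values are compound well signal with DMSO vehicle wells as background; inactives centre near 16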
Rab7 wt modul: modulators of GTP binding to dog Rab7 wildtype GTPase. GTP binding activity (percent of control), % at 10 µM. 190,000 tested, 0.055% active. GST-Rab7 beads, fluorescent GTP binding, flow cytometry; actives lie on both sides; untreated = 100%, excess cold GTP = 0%;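 active = fluorescent GTP binding to Rab7 beads changed by at least 20 points from the 100% baseline, either direction, mostly lower; inconclusive = compound itself probably fluorescent, or too few beads counted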;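 also: median green fluorescence of bound Bodipy-FL-GTP per Rab7 bead population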
Avidin fluor: compound fluoresces at 488/530 nm on avidin beads; compound fluorescence 488/530 nm, flow cytometry; hits give high values; 220,000 tested, 0.38% active; fluorescence (KMESF) at 10 µM; AID 1775; in the data active = fluorescence above about 47; also: inactives centre near 10
Rac1 wt modul: modulators of human Rac1 wildtype GTP binding | P63000 | GST-Rac1 beads, fluorescent GTP binding, flow cytometry; actives lie on both sides; 0 = cold GTP competed, 100 = untreated | GTP binding activity (% of control), % at 10 µM | 190,000 tested, 0.27% active;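 active = GTP binding activity at least 20 points away from the 100% control level, either lower or higher; inconclusive = compound flagged as likely green fluorescent, judged across all proteins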
Mcl1-Noxa inh: Mcl-1/Noxa interaction inhibition | AID 1022 | TR-FRET Mcl-1/Noxa peptide binding, 2 h | inhibition, % at 21.7 µM | 220,000 tested, 1.5% active;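 active = compounds that cut the protein-peptide binding signal by more than 50% relative to plate controls in a single-dose test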;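 also: His-tagged Mcl-1 with rhodamine Noxa BH3 peptide and terbium anti-His antibody; 0% = Mcl-1 plus Noxa peptide wells and 100% = peptide-only wells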
Target sequence (Q07820 whole entry, looked up): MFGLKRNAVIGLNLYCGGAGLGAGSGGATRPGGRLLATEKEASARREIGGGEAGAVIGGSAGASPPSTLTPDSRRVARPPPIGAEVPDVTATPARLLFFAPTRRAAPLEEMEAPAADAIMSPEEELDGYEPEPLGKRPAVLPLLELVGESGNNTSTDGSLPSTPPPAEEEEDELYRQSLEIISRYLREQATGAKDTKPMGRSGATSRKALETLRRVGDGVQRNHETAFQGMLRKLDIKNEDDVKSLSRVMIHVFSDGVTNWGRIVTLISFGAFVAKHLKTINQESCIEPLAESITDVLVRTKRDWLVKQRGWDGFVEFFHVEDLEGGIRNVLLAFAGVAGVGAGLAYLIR
Mcl1 Bid PPI: disrupts binding of human Mcl-1 to Bid peptide. AID 1021. TR-FRET Mcl-1/Bid-Dy647 peptide binding, 1536-well. Q07820. inhibition, % at 21.7 µM. 220,000 tested, 0.97% active;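 active = compounds that cut the binding signal by more than half at the single screening dose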;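 also: His-tagged Mcl-1 with europium anti-His antibody binding Bid BH3 peptide; 0% = Mcl-1 plus peptide wells and 100% = peptide-only wells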
HRas wt GTP bind: human HRas wildtype GTP binding, change in either direction. AID 759. GST-Ras wt beads, Bodipy-FL-GTP binding, flow cytometry; actives lie on both sides. GTP binding activity, % at 10 µM. P01112. 190,000 tested, 0.14% active;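 active = GTP binding activity at least 20% away from the 100% baseline, either lowered as inhibitor or raised as activator; inconclusive = flagged as likely green fluorescent, judged across all proteins in the well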;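 also: 0% = unlabeled GTP competition control and 100% = no-compound control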
Target sequence (P01112 whole entry, looked up): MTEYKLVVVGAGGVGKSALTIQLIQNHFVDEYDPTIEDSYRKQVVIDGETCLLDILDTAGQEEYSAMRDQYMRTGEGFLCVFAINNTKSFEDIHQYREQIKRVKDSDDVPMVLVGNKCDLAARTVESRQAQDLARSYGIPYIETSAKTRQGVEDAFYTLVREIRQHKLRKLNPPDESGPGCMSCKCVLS
Rab2 wt GTP: changes GTP binding to wildtype dog Rab2A, up or down | GST-Rab2 wt beads, Bodipy-GTP binding, flow cytometry | AID 760 | GTP binding activity, % at 10 µM | P61105 | 190,000 tested, 0.19% active;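 active = GTP binding activity at least 20 points away from 100%, either lowered or raised; inconclusive = signal likely due to the compound's own green fluorescence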;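 also: 0% = beads with excess unlabeled GTP and 100% = no-compound control corrected for plate trend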
Rac1 mut GTP: human Rac1 activated mutant GTP binding change | percent activity (GTP binding), % at 10 µM | AID 764 | GST-Rac1 activated beads, fluorescent GTP binding, flow cytometry; actives lie on both sides; 100% means binding = to untreated wells | P63000 | 190,000 tested, 0.11% active;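 active = GTP binding at least 20 percentage points away from the 100% baseline, in either direction, so actives lie on both sides; inconclusive = Compound likely fluorescent itself, or too few beads counted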
Cdc42 wt GTP: modulators (inhibitors or activators) of GTP binding to human Cdc42 wildtype; percent activity (GTP binding), % at 10 µM; GST-Cdc42 beads, Bodipy-GTP binding, flow cytometry; actives lie on both sides; P60953; AID 761; 190,000 tested, 0.2% active;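 active = percent activity GTP binding at least 20 points away from the 100% baseline, either down as inhibitor or up as activator; inconclusive = compound flagged as likely green fluorescent from well-wide comparison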;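 also: median bead fluorescence of bound Bodipy-FL-GTP at 100 nM; 0% = excess unlabeled GTP control and 100% = no compound control; below 100% means less GTP binding so inhibitor and above means activator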
Target sequence (P60953 whole entry, looked up): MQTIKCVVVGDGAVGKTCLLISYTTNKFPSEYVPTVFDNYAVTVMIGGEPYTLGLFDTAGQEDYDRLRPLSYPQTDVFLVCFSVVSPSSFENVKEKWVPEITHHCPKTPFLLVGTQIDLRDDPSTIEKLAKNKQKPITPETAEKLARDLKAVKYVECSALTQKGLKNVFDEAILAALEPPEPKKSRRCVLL
* marks the source's active call; other numbers are inactive results; ? = inconclusive; . = not tested or not shown. Rows were taken by chance; 3% or so of the library scored in one or more.

SMILES	Pf gametocyte	GSH fluor	Rab7 wt modul	Avidin fluor	Rac1 wt modul	Mcl1-Noxa inh	Mcl1 Bid PPI	HRas wt GTP bind	Rab2 wt GTP	Rac1 mut GTP	Cdc42 wt GTP
CCOc1ccc(C(=O)NCC(=O)OCc2cc([N+](=O)[O-])cc3c2OCOC3)cc1OCC	.	12	106	25	98	11	0	100	99	96	95
CCc1ccc2[nH]c(=O)c(CN(Cc3ccco3)S(=O)(=O)c3ccc4c(c3)OCCO4)cc2c1	.	51	93	7	90	-16	-4	92	92	92	92
Cc1cccc(N(CC(=O)NCc2ccc3c(c2)OCO3)C(=O)CCC(=O)Nc2ccccn2)c1C	.	14	103	12	104	7	-15	102	102	102	102
O=C(NCCc1ccc(Cl)cc1)C1CCN(S(=O)(=O)c2cccc3nonc23)CC1	-18	12	105	11	102	-3	4	101	101	100	102
Cc1ccc(NS(=O)(=O)c2cc(OCC(N)=O)c(C)cc2Cl)cc1	16	4	93	12	103	-3	-1	98	97	100	98
CCOC(=O)c1cnc(SCC(=O)c2ccc(Cl)cc2)nc1N	25	25	97	20	102	-12	-15	99	99	98	100
O=C(c1ccc2c(c1)OCO2)C1CCCN(Cc2cn[nH]c2-c2cccc(F)c2)C1 (centres undefined)	-30	56	100	10	103	16	-17	98	98	97	99
CC(C)(C)n1ncc2c(=O)n(CC(=O)N3CCCc4ccccc43)cnc21	.	33	97	12	93	12	-15	98	96	93	95
c1cncc(C(c2nnnn2C2CCCCC2)N2CCN3CCCC3C2)c1 (centres undefined)	.	67	95	8	103	2	-7	102	102	100	105
Cc1ccc(NC(=O)COC(=O)/C=C/c2cccs2)cc1	21	12	97	10	98	2	-8	98	98	97	96
Cc1cccc(N(C(=O)CNC(=O)c2ccco2)C(C(=O)NC2CCCC2)c2cccnc2)c1 (centres undefined)	-4	22	101	14	108	-13	-17	109	107	102	107
O=C(c1cc(COc2ccc(F)cc2F)on1)N1CCCC(c2ccccc2)C1 (centres undefined)	-11	8	101	10	106	-6	-3	103	100	97	103
COc1ccc(-c2noc(N(C)CC(=O)Nc3cccc(C(F)(F)F)c3)n2)cc1	.	15	98	30	100	1	-7	101	97	98	100
OC(CNCc1ccc(Cl)cc1)(c1ccccc1)c1ccc(F)cc1 (centres undefined)	0	20	100	14	103	1	-2	99	98	95	105
Cc1sc(-c2ccccn2)nc1OC(=O)c1ccc(Cl)c(Cl)c1	-17	22	97	25	94	9	-13	95	91	94	92
O=C(c1cccc(Cl)c1)N1CCN(C2CCCCCC2)CC1	21	35	102	13	107	20	34	102	104	100	104
COc1ccc2cc(C3NC(=O)c4ccccc4N3)c(Cl)nc2c1 (centres undefined)	7	14	103	8	104	20	-7	95	100	98	100
COc1cccc2c3c(c(C)nc12)CC(C)O3 (centres undefined)	.	13	98	30	96	0	-23	99	96	96	97
CCCCN(C(=S)Nc1cccc(C)c1C)c1c(N)n(CCC)c(=O)[nH]c1=O	3	15	96	10	100	-2	-13	95	95	99	95
CC1Oc2ccccc2C=C1/C=C1/SC(N2CCOCC2)=NC1=O (centres undefined)	.	33	100	30	108	-7	-22	102	99	100	102
COc1cc(OC)cc(C(=O)N2CCN(C3CCN(Cc4ccccc4)CC3)CC2)c1	.	23	100	14	103	13	10	103	105	99	104
CC(C)n1cnnc1SCC(=O)Nc1ccc(Br)cc1F	0	16	97	9	99	5	-9	97	97	97	97
COc1ccc(/C=N/NC(=O)C2CCN(c3ncc(C(F)(F)F)cc3Cl)CC2)cc1	5	24	102	30	98	7	-8	98	97	95	97
CCn1nnnc1SCC(=O)Nc1cc(OC)cc(OC)c1	1	16	98	3	102	10	-24	100	98	98	99
COc1ccc(N2CCN(C(=O)/C=C/c3ccco3)CC2)cc1	-22	15	93	7	93	11	-39	95	96	93	93
COc1ccc(-n2c(SCC(=O)N3CCc4ccccc43)nnc2-c2c[nH]c3ccccc23)cc1	.	13	100	4	105	-12	-32	100	102	98	100
CCOC(=O)C1=NNC(C(=O)c2ccc(Cl)cc2)C1c1ccccc1 (centres undefined)	-11	16	100	12	103	8	-4	101	102	100	100
O=C(O)C1Cc2ccccc2CN1C(=O)CSc1nnc2ccccn12 (centres undefined)	.	10	96	12	92	7	-29	94	94	92	93
O=C(Cn1c(O)c(/C=C2\C=Nc3ccccc32)sc1=O)N1CCOCC1	7	21	95	10	101	1	-21	98	96	97	99
O=C(Nc1ccccc1C(F)(F)F)c1ccccc1Br	.	15	96	11	97	11	-25	94	97	95	96
COc1ccc(CCN=C(N)NS(=O)(=O)c2ccc(F)cc2)cc1	1	19	105	5	100	-12	-3	98	101	98	96
CCCOc1ccc(C2C(C(=O)c3ccco3)=C(O)C(=O)N2CCN2CCOCC2)cc1OC (centres undefined)	.	20	104	19	101	-5	-28	104	101	99	101
CSCCC(NC(=O)c1ccc(Cl)cc1)C(=O)OCC(=O)c1ccc[nH]1 (centres undefined)	-24	13	99	16	102	1	-24	97	97	98	104
O=C(COC(=O)c1c(Cl)ccc(Cl)c1Cl)NC(=O)NCc1ccccc1	.	8	92	7	97	13	-17	98	98	98	97
Cc1ccc2c(c1)NC(=O)C(CC(=O)NC1CCCCC1C)O2 (centres undefined)	.	20	101	8	105	25	-11	101	104	97	101
Cc1ccc2c(c1)N(CCCC(=O)NCCCN1CCCC1=O)C(=O)CO2	.	14	100	4	104	0	0	101	103	99	102
Cc1nc2ccccc2n1CC(O)COCC1CC=CCC1 (centres undefined)	.	11	92	39	95	8	-5	95	92	93	96
Cc1ccsc1C1C(C#N)=C(N)N(N(C)C)C2=C1C(=O)CCC2 (centres undefined)	0	11	101	23	101	21	-29	98	95	96	98
CCc1ccc(C(=O)COC(=O)c2ccc(-c3nnc(-c4ccccc4)o3)cc2)cc1	5	9	102	10	102	14	27	101	100	98	99
Cc1ccc(N2CN=c3s/c(=C\c4cccnc4)c(=O)n3C2)cc1	.	5	97	4	100	-13	-38	99	97	97	101
COCCn1c(SCc2nc3sc(C(=O)OC)c(C)c3c(=O)[nH]2)nc2ccccc21	.	9	99	21	101	23	39	104	99	98	105
COc1cccc(N2CCN(C(=O)c3c(C)nn(-c4ccccc4)c3C)CC2)c1	-3	17	94	18	97	16	-25	96	96	93	95
CSc1ccc(/C=N/NC(=O)c2ccc(O)cc2)cc1	0	15	104	16	100	-8	-63	99	97	99	103
O=C1COCCOCCOCCOCC(=O)NCCN1	12	16	99	12	100	7	-6	98	97	96	97
Cc1[nH]c2ccccc2c1C(C[N+](=O)[O-])c1ccco1 (centres undefined)	-25	13	111	9	97	11	-29	95	100	96	93
COc1ccc(S(=O)(=O)NCC2CCCN(C(=O)CC3CCCC3)C2)cc1 (centres undefined)	.	18	92	11	96	4	-20	92	92	95	95
CCc1ccc2c(c1)c(N=NC1=NC(=O)CS1)c(O)n2CC	.	26	92	9	91	.	-15	95	93	91	91
CC1CCCCN1CC(=O)Nc1ccc(N2CCCCCC2)cc1 (centres undefined)	-24	47	95	6	103	58*	36	97	98	96	101
Cn1c(Cl)nc2ccccc21	6	5	100	8	104	-14	-14	101	100	100	102
Cc1nc(Oc2ccccc2)c2oc3ccccc3c2n1	.	31	95	11	93	.	-12	97	97	94	98
Going on with the list.
SMILES	Pf gametocyte	GSH fluor	Rab7 wt modul	Avidin fluor	Rac1 wt modul	Mcl1-Noxa inh	Mcl1 Bid PPI	HRas wt GTP bind	Rab2 wt GTP	Rac1 mut GTP	Cdc42 wt GTP
CCc1c(C)nc2ncnn2c1Nc1ccc(C)c(C)c1	.	14	99	24	102	1	-3	101	102	99	98
O=C(Nc1ccc(Br)cc1)c1csc(-c2ccncc2)n1	-2	13	?	12	?	16	14	?	?	?	?
CN1C(=O)c2cccc(NC(=O)Cc3ccccc3)c2C1=O	.	14	97	5	103	-1	-26	97	96	99	97
Cc1csc2ncc(C(=O)Nc3ccccc3Cl)c(=O)n12	.	17	104	6	101	-14	26	99	99	96	95
CCOC(=O)/C(=N\Nc1ccc(OC)cc1)c1csc(Nc2ccccc2)n1	-17	31	100	12	105	4	-20	100	100	99	99
O=C(O)c1[nH]c2ccccc2c1CC(=O)N1CCN(c2ccccc2)CC1	-27	11	93	9	96	-4	-42	96	93	93	92
O=c1cc(N2CCC3(CC2)OCCO3)[nH]c(=O)n1C1CCCCC1	.	21	100	28	107	-6	-34	102	103	101	106
Cc1ccc(C2CC2c2n[nH]c(=S)n2-c2ccc(Cl)cc2)cc1 (centres undefined)	.	58	104	13	106	-9	-57	103	100	99	103
O=C(CCC(=O)N1CCN(S(=O)(=O)c2ccc(Cl)cc2)CC1)Nc1ccc2ccccc2c1	.	6	96	10	103	-17	-28	102	100	100	101
CCOCCCNC(=O)C(NC(=O)c1cnccn1)c1ccc(C)cc1 (centres undefined)	.	44	103	6	107	19	4	105	106	101	106
CCOCCCNCC(=O)Nc1ccc(S(=O)(=O)NC(C)CC)cc1 (centres undefined)	-8	23	95	7	96	32	22	95	96	96	99
Cc1nnc(NC(=O)c2sc3nc(-c4cccs4)cc(C(F)(F)F)c3c2N)s1	-7	23	97	17	97	98*	45	98	98	94	98
CCCCN(C(=O)Cn1nnc2ccccc21)C(C(=O)NCCOC)c1cccs1 (centres undefined)	.	18	98	5	105	-22	-6	100	99	100	103
N=C1CCCN1CC(=O)c1cccs1	.	13	102	21	103	-6	-19	99	98	99	96
O=C(/C=C/Nc1ccc(Nc2ccccc2)cc1)c1cccs1	19	12	106	6	99	15	-57	98	99	95	96
O=C(Nc1cccc(C(F)(F)F)c1)c1cccnc1N1CCOCC1	9	9	99	9	104	23	25	96	97	98	98
Cc1ccc(C(=O)NC(C)c2ccc(F)cc2)cc1 (centres undefined)	9	10	95	12	104	0	-2	99	97	98	102
CCN(CCCn1c(=S)[nH]c2ncccc2c1=O)c1ccccc1	.	17	103	10	98	10	-37	100	100	97	97
CCn1c(N2CCN(C(=O)C34CC5CC(CC(C5)C3)C4)CC2)nc2ccccc21	.	30	99	7	101	2	-16	100	100	98	102
Cc1ccc(Cn2cc(SCC(=O)Nc3nccs3)c3ccccc32)cc1	.	27	98	6	103	11	-14	101	98	99	99

Compound profiles (already shown). Screens in order: Pf gametocyte, GSH fluor, Rab7 wt modul, Avidin fluor, Rac1 wt modul, Mcl1-Noxa inh, Mcl1 Bid PPI, HRas wt GTP bind, Rab2 wt GTP, Rac1 mut GTP, Cdc42 wt GTP
N=C1CCCN1CC(=O)c1cccs1 as listed: ., 13, 102, 21, 103, -6, -19, 99, 98, 99, 96
Cc1ccc(Cn2cc(SCC(=O)Nc3nccs3)c3ccccc32)cc1 as listed: ., 27, 98, 6, 103, 11, -14, 101, 98, 99, 99
